ER stress death: ER stress cell death inhibition; CSM14.1 thapsigargin ER stress survival, ATP luminescence; relative survival (cellular ATP), % at 15 µg/mL (by protocol); 48,000 compounds, 0.33% hits; AID 1010;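 active means survival measured by cellular ATP above 50% at 15 µg/ml in the first screen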;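 further: cell death triggered by about 15 µM thapsigargin; ATP read 24 h after thapsigargin was added; plate controls were thapsigargin with DMSO for no effect and DMSO without thapsigargin for full effect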
Starred values were filed as active, the others as inactive. Some of the compounds tested. The share of hits here may be higher or lower than overall.

structure	ER stress death
COc1ccc(C(C2=C(O)CC(C)(C)CC2=O)C2C(=O)CC(C)(C)CC2=O)c2ccccc12 (stereo not drawn)	-0.3
O=C(c1ccc(Cl)cc1)c1cc2ccccc2o1	11.0
O=C(CCCOc1ccc(Cl)cc1Cl)Nc1ccc(F)c(Cl)c1	3.6
O=C1/C(=C/c2ccc(O)c(O)c2)SC(=S)N1c1ccc(O)cc1	19.3
O=C1/C(=C/c2ccc(Cl)cc2Cl)SC(=S)N1C1CCS(=O)(=O)C1 (stereo not drawn)	10.2
Cc1ccc(-c2nc3sc4c(c3c(=O)o2)CCCCC4)cc1	-4.7
O=C(COc1ccc(Cl)cc1Br)NNC(=O)c1ccccc1F	7.2
NC(=O)c1ccc(NC(=O)CCC(=O)O)cc1	-4.4
COC(=O)c1cc(C(=O)NCCCN(C)C)cc([N+](=O)[O-])c1	1.3
CCN(CC)c1ccc(C(=O)NCC(=O)OC)cc1	3.2
N#Cc1nc(-c2ccc([N+](=O)[O-])cc2)oc1NCc1ccccc1	6.7
O=C(NCc1cccs1)C(=O)Nc1cccc(C(F)(F)F)c1	-0.8
COc1ccc(NC(=O)C/C(C)=N/NC(=O)c2cnccn2)cc1	3.9
COc1ccc2oc(/C=C/N(C)C)c(C(=O)c3ccccc3)c2c1	8.1
O=C1NC(=S)N/C1=C\c1ccc(Oc2ccc([N+](=O)[O-])cn2)cc1	2.6
COc1ccc(N(CC(=O)Nc2ccc(Br)cc2)S(=O)(=O)c2ccccc2)cc1Cl	9.3
COC(=O)CCN1C(=O)/C(=C/c2cccc(OCc3ccccc3)c2)SC1=S	12.8
COc1ccc(CNCc2ccncc2)cc1OC	14.0
CCCOc1ccc(N2C(=O)CC(NCc3ccc(C(=O)O)cc3)C2=O)cc1 (stereo not drawn)	-8.0
O=C1C(=O)N(C2CCCCC2)C(=O)N1c1ccc(Cl)cc1	12.0
COc1cc(C(O)c2nccn2C)ccc1OCc1ccccc1 (stereo not drawn)	6.9
COc1ccc(C(=O)N/N=C/c2ccc(N3CCOCC3)o2)cc1OC	3.6
NC(=O)C1CCN(S(=O)(=O)c2ccc(Cl)cc2)CC1	13.7
O=C1C=C(c2cccc([N+](=O)[O-])c2)C(=O)N1c1ccc(Cl)c(Cl)c1	2.3
N/C(=N\OC(=O)Cc1ccc(Cl)cc1)c1ccccc1	1.6
CC1(C)CC(NC(=O)C(=O)NCCc2ccc(Cl)cc2)CC(C)(C)N1	-7.4
CCc1cccc2c1=NC(=O)C=2c1sc(=S)[nH]c1O	-4.1
COc1ccc(O)c(CN2CCN(Cc3ccccc3OC)CC2)c1	-2.4
CCOc1ccc(/C=N/NC(=O)C(=O)N(CC)CC)cc1	8.4
CCN(CC)c1ccc(/C=N/NC(=O)CSc2nc3ccccc3n2Cc2ccccc2)c(O)c1	11.3
O=C(CCCN1C(=O)c2cccc3cccc(c23)C1=O)OCC(=O)c1ccc(F)cc1	-1.1
CC(=O)NS(=O)(=O)c1ccc(NC(=O)Nc2ccc(Cl)c(Cl)c2)cc1	-3.0
Cc1cc(C)c(C)c(OCCCN2CCCC2)c1	-17.2
Cc1c(NC(=O)c2cc3ccccc3o2)cccc1-c1nc2ncccc2o1	-1.4
CN(C)/C=N/S(=O)(=O)c1ccccc1	10.1
COc1ccc(C2/C(=C(/O)c3ccccc3)C(=O)C(=O)N2CC2CCCO2)cc1OC (stereo not drawn)	6.4
CC1(C)CC(=O)C2=C(C1)OC1=C(C(=O)CC(C)(C)C1)C2c1ccccc1OCC(=O)O	7.8
CC1(C)CC(=O)c2sc(NC(=O)CSc3nc4ccccc4o3)nc2C1	1.4
COc1ccc(/C=C(/NC(=O)c2ccc(C)cc2)C(=O)N2CCCCCC2)cc1OC	3.5
COc1cc(C2/C(=C(/O)c3ccccc3)C(=O)C(=O)N2c2cccc(C)c2)ccc1O (stereo not drawn)	8.6
Cc1c(C2(c3c(C)n(C)n(-c4ccccc4)c3=O)C(=O)Nc3ccccc32)c(=O)n(-c2ccccc2)n1C	2.5
Cc1ccc2nsnc2c1NC(=O)c1cc(Br)ccc1Cl	6.7
COc1ccc(OC)c(NC2=NS(=O)(=O)c3cc([N+](=O)[O-])ccc32)c1	1.9
CC(C)c1ccc(/C=N/n2cnnc2)cc1[N+](=O)[O-]	1.4
COCc1cc(C)nc(SCC(=O)NC(C)(C)C)c1C#N	-2.9
Nc1cc(-c2ccccc2)nn1-c1ccccc1	11.1
Cc1onc(-c2ccccc2Cl)c1C(=O)NCCC(c1ccccc1)c1ccccc1	15.0
CC1CCC2(CC1)OCC1(CCC3(COC4(CCC(C)CC4)OC3)C1=O)CO2 (stereo not drawn)	10.2
O=C1C(Cl)=C(Nc2cccc(C(F)(F)F)c2)C(=O)c2ccccc21	9.0
CCN(Cc1ccccc1)C(=O)c1ccc(Cl)c([N+](=O)[O-])c1	-7.8

Other results.
structure	ER stress death
O=c1[nH]c2ccccc2n1CCCN1CCN(C(c2ccccc2)c2ccccc2)CC1	-0.4
Cc1ccccc1NC(=O)CC1c2ccccc2CC(C)(C)N1C (stereo not drawn)	-2.6
CCOC(=O)C1=C(C)N=c2s/c(=C\c3ccc(NC(C)=O)cc3)c(=O)n2C1c1ccccc1 (stereo not drawn)	11.6
CC(Oc1ccccc1)C(=O)Nc1cccc(C(=O)Nc2ccccc2Cl)c1 (stereo not drawn)	8.2
COc1ccc(OCC(=O)Nc2ccc(OC)cc2OC)cc1	6.5
O=c1oc2ccc3ccccc3c2cc1-c1ccc(I)cc1	10.0
COc1ccc(CNC(=O)COc2ccccc2C)cc1	11.3
COc1cc(/C=C2/NC(=S)NC2=O)ccc1OCc1ccc(I)cc1	2.0
O=C(NCC1CC2CC1C1CC21)c1ccc(F)cc1 (stereo not drawn)	-2.6
COc1ccc(-c2cnc(NC(=O)/C=C/c3cccs3)s2)cc1	1.5
CC(C)C12CN3CC(C(C)C)(CN(C1)C31C(=O)Nc3ccccc31)C2=O (stereo not drawn)	5.5
COC(=O)c1cccc(NC(=O)c2c(-c3ccccc3Cl)noc2C)c1	9.4
CS(=O)(=O)N(CC(=O)N(Cc1ccccc1)Cc1ccccc1)c1ccc(Cl)cc1	0.4
O=C1CC(c2ccc(Cl)cc2)c2cc(Br)c3ccccc3c2N1 (stereo not drawn)	-6.3
COc1cc([N+](=O)[O-])ccc1-c1ccc(/C=C(\C#N)C(N)=O)o1	7.2
COc1cc(C(=O)Nc2ccc(S(=O)(=O)NC(C)=O)cc2)cc(OC)c1OC	-1.3
C/C(=N\NC(=O)c1cc(-c2ccccc2)n[nH]1)c1ccccc1	10.3
O=C(O)CSc1ccc(I)cc1C(=O)O	-5.5
COc1ccc(/C(O)=C2/C(=O)C(=O)N(CCCCCC(=O)O)C2c2ccccc2[N+](=O)[O-])cc1 (stereo not drawn)	0.1
Cc1cc(C)c2nc3s/c(=C\c4cccc(Br)c4)c(=O)n3c2c1	-5.3
O=C1OC(c2ccccc2)=N/C1=C1/c2ccccc2-c2ccc([N+](=O)[O-])cc21	10.7
N#Cc1c(/N=C\c2ccc(N3CCCCC3)c([N+](=O)[O-])c2)sc2c1CCCC2	11.8
CCCN1C(=O)c2ccccc2NC1c1c(Cl)cccc1Cl (stereo not drawn)	0.6
O=C(Nc1ccccc1)Nc1nnc(-c2cccc(F)c2)s1	5.2
O=C(On1c(-c2ccccc2)nc2ccccc2c1=O)c1cccc([N+](=O)[O-])c1	4.4

Already shown: two of the compounds above.
structure	ER stress death
O=C(Nc1ccccc1)Nc1nnc(-c2cccc(F)c2)s1	5.2
O=C(On1c(-c2ccccc2)nc2ccccc2c1=O)c1cccc([N+](=O)[O-])c1	4.4

(listing goes on)
structure	ER stress death
CCOc1ccc2cc(S(=O)(=O)n3nnc4ccccc43)ccc2c1	-7.0
CCCOc1cccc(C(=O)Nc2cc3nn(-c4ccc(OC)cc4)nc3cc2C)c1	3.3
O=C(CCNc1ccccc1)c1ccc([N+](=O)[O-])cc1	7.4
O=C(Nc1cc(Cl)cc(Cl)c1)c1cccc(Cl)c1Cl	-0.6
Cc1cc2nc(-c3cc(N)ccc3Cl)oc2cc1C	-5.5
O=C(O)c1cccc(CP(=O)(c2ccccc2)c2ccccc2)c1	1.7
Oc1ccccc1/C=N/Nc1cc(N2CCCCC2)nc(N2CCCCC2)n1	8.9
O=C(Nc1ccccc1)c1c(NC(=S)Nc2ccccc2)sc2c1CCCC2	14.0
COC(=O)C1=C(C)N(C)C(C)=C(C(=O)OC)C1c1ccccc1OCc1ccccc1	-4.6
COc1ccc(N(CC(=O)O)S(C)(=O)=O)c(OC)c1	-2.6
CCCC(CCC)C(=O)Nc1ccc2c(c1)N(C(=O)CN1CCOCC1)c1ccccc1CC2	5.8
C#CCOC(=O)/C=C/c1cccc([N+](=O)[O-])c1	-0.8
CC1=C(C(=O)OCc2ccccc2)C(c2ccccc2I)C2=C(CCCC2=O)N1 (stereo not drawn)	-2.9
Cn1c(=O)c2c(nc(NCCOc3ccc(F)cc3)n2C)n(C)c1=O	0.5
S=c1[nH]nc(-c2cc3ccccc3o2)n1-c1ccccc1	0.5
COc1ccc(S(=O)(=O)N(CC(=O)Nc2ccc3c(c2)OCO3)c2ccc(C)cc2)cc1OC	8.9
COc1ccc(Cl)cc1C(=O)N1CCN(c2cccc(C)c2C)CC1	6.8
O=C(N/N=C/c1c(Cl)cccc1Cl)c1cc(-c2ccc(Br)cc2)n[nH]1	-1.5
Cc1nc2ccccc2c2c1C(=O)N(c1cccc(O)c1)C2=O	-2.9
COc1cccc(NC(=O)CN(c2ccc(OC)c(Cl)c2)S(=O)(=O)c2ccccc2)c1	9.1
O=C(CCC(=O)OCC(F)(F)C(F)F)Nc1nc2ccccc2s1	7.7
CN(C)c1ccc(NC(=O)COc2ccccc2Cl)cc1	8.5
O=C(CSc1nc2ccccc2c(=O)n1-c1ccccc1)c1cc(Cl)sc1Cl	8.6
C/C(=N\N=C\c1ccccc1)C1C(=O)c2ccccc2C1=O	-1.5
Cc1cccc(-c2noc(-c3ccc(Br)cc3)n2)c1	3.7

Copied from the list.
`COc1ccc(-c2cnc(NC(=O)/C=C/c3cccs3)s2)cc1` @ ER stress death = 1.5
`N#Cc1c(/N=C\c2ccc(N3CCCCC3)c([N+](=O)[O-])c2)sc2c1CCCC2` @ ER stress death = 11.8
`O=C1C(=O)N(C2CCCCC2)C(=O)N1c1ccc(Cl)cc1` @ ER stress death = 12.0
`COC(=O)c1cccc(NC(=O)c2c(-c3ccccc3Cl)noc2C)c1` @ ER stress death = 9.4
`COc1ccc(N(CC(=O)Nc2ccc(Br)cc2)S(=O)(=O)c2ccccc2)cc1Cl` @ ER stress death = 9.3

More results follow:
structure	ER stress death
COc1ccc(OC)c(C(c2c(C)[nH]n(-c3ccccc3)c2=O)c2c(C)[nH]n(-c3ccccc3)c2=O)c1	1.5
CCc1nc2ccccc2n1CC(O)COCc1ccccc1 (stereo not drawn)	10.5
COc1cccc(NC(=O)CN(c2ccc(F)cc2)S(=O)(=O)c2ccccc2)c1	2.8
Cc1cc(C)nc(SCC(=O)N2c3ccccc3Sc3ccc(C(F)(F)F)cc32)n1	6.2
Cn1c(=O)c(Cl)c(O)c2ccccc21	0.3
COC(=O)c1cccc(NC(=O)CCOc2ccccc2)c1	9.7
COc1ccc2oc(=O)c(C(=O)Nc3ccc(C(C)=O)cc3)cc2c1	-1.2
CC(C)(C)NCCN1CCn2c1nc1ccccc12	-4.9
Clc1ccc(-c2nc(-c3ccccn3)no2)cc1	-9.9
CN1c2ccccc2C(C)(C)C12C=Nc1c(ccc3cc4ccccc4cc13)O2 (stereo not drawn)	-4.2
COc1ccc(C(=O)NNC(=O)Nc2ccc(Cl)cc2)cc1	-0.8
COC(=O)c1ccc(N2C(=O)c3cccc([N+](=O)[O-])c3C2=O)cc1	3.4
CC(=O)c1oc2ccc3c(C)cc(=O)oc3c2c1-c1ccccc1	21.3
COc1ccccc1OCCn1cc(C=C2C(=O)N(C)C(=O)N(C)C2=O)c2ccccc21	0.9
O=C(Nc1ccc2ccccc2c1)c1ccc(Cl)c(Cl)c1	5.1
O=C(O)c1ccccc1SCCCN1C(=O)c2ccccc2C1=O	14.1
C#Cc1cccc(NC(=O)CN2C(=O)c3ccccc3C2=O)c1	11.0
Cc1ccc(N2C(=O)CC(NCc3cccc4ccccc34)C2=O)cc1 (stereo not drawn)	5.5
CC1=C(c2ccccc2)[N+](=O)C(C)(C)N1[O-]	1.7
Cc1ccc(/C=c2\sc3nnc(-c4ccccc4)n3c2=O)cc1	6.8
COc1cc(NC(=O)CCc2ccccc2)c(OC)cc1Cl	3.1
COC(=O)c1ccccc1NC(=O)CSc1nnc(-c2cccc(F)c2)n1-c1ccccc1	3.0
CC(=O)CCc1c(C)c2ccccc2[nH]c1=S	5.8
O=S(=O)(c1cccs1)N1CCN(Cc2ccccc2)CC1	11.6
CCCC(=O)Nc1ccc2oc(-c3cc(Br)ccc3Cl)nc2c1	4.4
CCn1c2ccccc2c2cc(CN3CCN(Cc4ccccc4OC)CC3)ccc21	-1.8
CC(C)CN1C(=O)/C(=C/c2cn(-c3ccccc3)nc2-c2cccs2)SC1=S	0.0
CCC(=O)c1ccc(N2CCCCCC2)c(F)c1	3.6
COc1ccc(C(=O)N/C(=C\c2cccc([N+](=O)[O-])c2)C(=O)NCC2CCCO2)cc1 (stereo not drawn)	-0.4
COc1ccc2nc(NC(=O)c3sc4cc([N+](=O)[O-])ccc4c3Cl)sc2c1	5.8
O=C(Nc1ccccc1F)c1ccccc1	-1.5
CCOC(=O)c1cccc(NC(=O)c2cncc(Br)c2)c1	-3.6
COC(=O)c1c(C)oc2ccc(O)cc12	0.4
Cc1cc(OCC(=O)NCc2ccc(Cl)cc2)ccc1Br	-0.3
O=C(N/N=C/c1ccccc1O)c1n[nH]c2c1CCC2	-3.3
Cc1c(N=Cc2ccc3c4c(cccc24)CC3)c(=O)n(-c2ccccc2)n1C	3.9
CCOc1ccc(NS(=O)(=O)c2ccc(Br)cc2)cc1	1.5
CCOc1ccc2nc(SCC)[nH]c2c1	-3.0
